# CYP2C19 activ – cytochrome P450 2C19 (human) activation. P33261. recombinant CYP2C19, luciferin-H EGE luminescence; stronger effect = higher value; 0 = fully inhibited enzyme, 1 = untreated enzyme. activation factor at 5 µM. 96,000 tested, under 10 active. AID 1025;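 active = activation factor of at least 2 at 5 µM in the primary screen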;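 also: 0 = wells with 2.5 mM tranylcypromine and 1 = vehicle-only wells; values of inactives mirror those of a sister screen read the other way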
# Target sequence (P33261 whole entry, looked up): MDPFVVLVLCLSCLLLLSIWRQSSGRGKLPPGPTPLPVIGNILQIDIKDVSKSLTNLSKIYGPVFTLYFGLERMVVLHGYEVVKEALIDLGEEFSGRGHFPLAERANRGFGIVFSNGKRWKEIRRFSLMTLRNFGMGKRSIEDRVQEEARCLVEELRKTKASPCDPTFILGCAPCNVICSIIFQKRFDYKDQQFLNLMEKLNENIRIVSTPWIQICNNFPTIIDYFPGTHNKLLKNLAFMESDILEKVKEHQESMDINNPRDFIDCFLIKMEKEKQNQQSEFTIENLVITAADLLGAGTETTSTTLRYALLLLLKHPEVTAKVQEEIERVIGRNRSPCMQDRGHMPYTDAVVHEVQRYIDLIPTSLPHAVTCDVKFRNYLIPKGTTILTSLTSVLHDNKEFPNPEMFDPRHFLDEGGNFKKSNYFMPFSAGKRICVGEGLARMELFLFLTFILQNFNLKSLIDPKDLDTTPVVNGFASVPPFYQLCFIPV
# E coli WT exp – blocks growth of wild type E. coli BW25113. OD600 absorbance. growth inhibition, % at 100 µM. 98,000 tested, 0.15% active. AID 710;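 active = growth inhibition above about 50% at one test dose, limit read from the data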;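 also: growth measured after 20 h incubation at 37 °C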
# CYP2C19 inhib – blocks human cytochrome P450 2C19; 96,000 tested, 21% active; inhibition, % at 5 µM; CYP2C19 Supersomes, luciferin-H EGE luminescence, 30 min;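 active = CYP2C19 inhibition above a set limit at 5 µM in the primary screen, cut at about 50% in these data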;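 also: plate controls were negative control wells for no effect and 2.5 mM tranylcypromine positive control for full effect; values of inactives mirror those of a sister screen read the other way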
# CYP2C9 activ – increases human cytochrome P450 2C9 activity. P11712. recombinant CYP2C9, luciferin-H conversion, luminescence; stronger effect = higher value; factor 1 = untreated enzyme, 0 = blocked. activation factor at 5 µM. 96,000 tested, 1.4% active. AID 1024;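 active = activation factor of 2 or more for CYP2C9 at a 5 µM dose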;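 also: 0 = sulfaphenazole-blocked wells and 1 = vehicle-only wells; values of inactives mirror those of a sister screen read the other way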
# Target sequence (P11712 whole entry, looked up): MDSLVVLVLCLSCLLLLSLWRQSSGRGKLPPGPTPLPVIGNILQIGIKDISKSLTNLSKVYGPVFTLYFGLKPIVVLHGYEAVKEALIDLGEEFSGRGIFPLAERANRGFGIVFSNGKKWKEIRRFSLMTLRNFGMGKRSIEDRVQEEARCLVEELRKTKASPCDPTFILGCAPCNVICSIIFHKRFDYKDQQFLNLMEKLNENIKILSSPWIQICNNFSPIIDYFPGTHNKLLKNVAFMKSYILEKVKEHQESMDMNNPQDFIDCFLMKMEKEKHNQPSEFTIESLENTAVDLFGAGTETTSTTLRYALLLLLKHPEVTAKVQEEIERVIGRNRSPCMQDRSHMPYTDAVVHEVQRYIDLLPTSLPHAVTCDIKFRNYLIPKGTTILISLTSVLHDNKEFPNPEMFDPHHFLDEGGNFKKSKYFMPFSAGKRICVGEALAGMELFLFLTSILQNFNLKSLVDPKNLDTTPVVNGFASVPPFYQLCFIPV
# CYP2C9 inh – human CYP2C9 inhibition | P11712 | CYP2C9 Supersomes, luciferin-H conversion, luminescence | inhibition, % at 5 µM | 96,000 tested, 20% active;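 active = blocking of liver enzyme CYP2C9 beyond about 50% at 5 µM, limit read from the data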; also: values of inactives mirror those of a sister screen read the other way
# EphB4 ephrin blk – blocks human EphB4 binding to ephrin-B2. inhibition, % at 7 µM. EphB4 LBD / TNYL-RAW-Alexa532 peptide, fluorescence polarization. P54760. 97,000 tested, 0.15% active;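 active = inhibition above the screen-wide mean inhibition plus 3 SD, cut at about 15% in these data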;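 also: 0% = DMSO wells and 100% = excess unlabeled TNYL-RAW peptide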
# PostGolgi yeast – growth inhibition of a yeast mutant, post-Golgi transport screen; post-Golgi transport phenotypic cell assay; 98,000 tested, 0.9% active; inhibition, % at 10 µM; in the data active = inhibition above about 30%;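 also: yeast cells grown in 1536-well plates; yeast grown about 18 h at 30C before absorbance read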
# PTK2B oligo ant – antagonists of human Pyk2 oligomerization. Q14289. Q293 cells, Pyk2 FERM NanoBiT luminescence; stronger effect = lower value. z-score (the deposit names both 25 µM and 10 µM). AID 1347419. 99,000 tested, 0.83% active;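 active = Z-score of -3 or lower, scaled per plate to the spread of control and sample wells; inactive = z-score above -3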;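 also: negative z-score means lost luminescence so less FERM oligomerization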
# PLAP act – activates human placental alkaline phosphatase | purified PLAP enzyme, luminescent substrate read-out; stronger effect = higher value | activation fold at 20 µM | P05187 | AID 696 | 96,000 tested, 1.2% active; in the data active = activation fold above about 2
# Starred values were filed as active, the others as inactive; nt = no result given.
# Below each compound – CYP2C19 activ	E coli WT exp	CYP2C19 inhib	CYP2C9 activ	CYP2C9 inh	EphB4 ephrin blk	PostGolgi yeast	PTK2B oligo ant	PLAP act
Cc1ccc(-c2nn(-c3ccccc3)cc2/C=N/NS(=O)(=O)c2ccccc2)cc1
  0.7	-26	27	0.3	66*	-4	-5	-1.4	1.1
Cn1nc(-c2ccc(N3CCCCC3)c(NC(=O)c3ccco3)c2)c2ccccc2c1=O
  0.4	-13	59*	0	96*	-6	11	-2.5	1.5
CC1CCCCN1C(=O)CSc1nc2ccccc2n1CC(=O)N1CCc2ccccc21 (stereo not drawn)
  0.2	-2	82*	0	99*	nt	-1	-1.7	1.6
O=C(CSc1nc2ccccc2s1)N1CCN(C(=O)c2ccco2)CC1
  0.9	1	14	0.7	27	-4	9	-0.04	1.4
Cc1ccccc1-c1nc(CS(=O)(=O)CC(=O)NCCCN2C(C)CCCC2C)c(C)o1 (stereo not drawn)
  0.8	0	17	0.7	26	nt	-6	nt	1.5
N/C(CSc1nc(-c2ccccc2)c(-c2ccccc2)o1)=N\O
  0.9	8	12	1	1	5	16	-0.09	0.9
O=C1NCCCC2c3c(cc(Br)c(O)c3Br)OC12N1CCCCC1 (stereo not drawn)
  0	4	97*	0.6	44	1	-4	0.32	1
Nc1nonc1-c1noc(-c2ccccc2Br)n1
  0.3	-4	67*	1	0	-5	2	0.83	1.1
Cn1c(=O)[nH]c(=O)c2c1nc(N1CCCC1)n2CCSc1nc2ccccc2[nH]1
  1.1	6	-6	0.9	9	1	2	nt	0.7
COc1ccc(-c2noc(CN(C)S(=O)(=O)c3ccc(C)cc3)n2)cc1
  0.6	-1	40	0.8	19	-4	-3	-1.2	0.7
CC12CCC(C(=O)N(Cc3ccccc3)Cc3ccccc3)(OC1=O)C2(C)C (stereo not drawn)
  0.7	-10	34	0.7	29	1	-3	-1.5	1.5
COc1ccc2cc(C(c3nnnn3CC3CCCO3)N3CCOCC3)c(=O)[nH]c2c1 (stereo not drawn)
  1	-1	-4	1	2	nt	3	0.88	1.4
CC1CC(C)CN(C(=O)c2cn(C)c3ccc(S(=O)(=O)N(C)C)cc3c2=O)C1 (stereo not drawn)
  0.9	11	13	1	0	2	-4	nt	1.3
CCN(CC)c1ccc(NC(=O)Nc2ccccc2C(F)(F)F)cc1
  0.8	-6	17	1	2	-7	6	-1	0.9
COc1ccccc1C(=O)N1CCN(S(=O)(=O)Cc2ccccc2)CC1
  0.6	3	45	0.7	28	-5	21	1.7	1
COc1ccc2[nH]cc(CCN3C(=O)CCC3=O)c2c1
  0.6	-6	45	0.6	40	-3	-7	0.61	0.9
CCOC(=O)c1cccc(NC(=O)C2CCCN2S(=O)(=O)c2cccc3cccnc23)c1 (stereo not drawn)
  0.7	-14	34	0.1	91*	0	-5	nt	0.9
CCOC(=O)c1cc2ccc(OC)c(OC)c2c(=O)s1
  0.7	7	26	0.9	12	7	-3	-1.2	0.8
Cc1cccc(C(CC(=O)O)n2cccc2)c1 (stereo not drawn)
  0.9	0	6	0.2	76*	0	-5	0.45	1.6
Nc1c(N2CCCC2)cc(Cl)c2nonc12
  0.8	17	20	0.9	14	0	-3	-0.07	0.7
Cc1cc(C)nc(NC(=O)c2c(-c3ccccc3Cl)noc2C)n1
  0.9	2	14	0.7	30	3	-1	-0.22	1.2
CCCCNC(=O)c1ccc2nc(-c3ccco3)c(-c3ccco3)nc2c1
  1	-4	4	0.7	31	nt	-4	nt	1.1
CCCc1cc(C(F)(F)F)c(C#N)c(=O)[nH]1
  0.9	-1	14	0.8	21	1	5	1.8	1.1
Cc1cc2c3c(c1C)C1(C(=O)N3C(C)(C)CC2C)C(C#N)=C(N)OC2=C1C(=O)CC(C)(C)C2 (stereo not drawn)
  0.8	2	24	0.7	34	7	-4	-0.67	1.4
Cc1ccnc(NS(=O)(=O)Cc2ccccc2)c1
  1.2	6	-16	1	-3	-3	-1	1.3	1.1
Nc1cc(=O)[nH]c(SCc2nc3ccccc3n2Cc2ccccc2)n1
  0.5	nt	47	0.2	82*	nt	nt	0.29	nt
N#Cc1c(NCCN)nc(NCc2ccccc2)c2c1CCN(Cc1ccccc1)C2
  0.1	nt	88*	0	95*	-8	nt	0.33	nt
O=C(O)C1C2C=CC(C2)C1C(=O)Nc1cccc(F)c1 (stereo not drawn)
  0.5	0	49	0.8	21	-2	-4	0.4	0.9
COc1ccc(S(=O)(=O)NCCCCNS(=O)(=O)c2ccc(OC)cc2)cc1
  0.8	-3	24	1.3	-28	-4	1	0.49	1
Cc1ccc(-c2csc(C3C(N)=NC(S)=C(C#N)C34CCCCC4)n2)cc1 (stereo not drawn)
  0.5	-11	50	0.1	89*	7	6	-1.8	2.4*
Nc1nc(Nc2cccc(F)c2)nc2ccccc12
  0.4	63*	62*	0.4	56*	nt	-8	-0.65	1.5
CC(C)c1nnc(NC(=O)CCCCCN2C(=O)C3C4C=CC(C4)C3C2=O)s1 (stereo not drawn)
  1	2	-2	0.8	19	-6	-5	nt	1.1
O=C(C#Cc1ccccc1)c1cccc([N+](=O)[O-])c1
  1	-1	0	1	-5	0	3	0.39	1
N#Cc1nc(-c2cccc(Cl)c2)oc1NCc1cccnc1
  0	-2	95*	0.1	94*	3	-12	-2.3	2*
COc1ccc(N2C(=O)c3ccccc3NC23CCCCC3)cc1
  0.5	-5	49	0.4	64*	-3	0	0.26	1.1
CCOC(=O)C(=O)Nc1ccc(F)cc1
  1	-1	-3	1.1	-13	9	6	1.1	1.2
CCn1c(SCC(=O)Nc2cc(NC(C)=O)ccc2OC)nnc1-c1ccncc1
  0.9	1	11	1.2	-21	6	-4	nt	0.9
Cc1ccc(N=Cc2cccc(O)c2O)c(C)c1
  0.9	18	12	1	3	11	-5	-1.5	1
CCc1sc(N(C(=O)Cc2ccccc2)c2cccc(F)c2)nc1-c1ccc(C)cc1
  0.9	-22	13	1	2	4	-7	0.5	0.8
CCCNC(=O)Cn1c(=O)oc2ccccc21
  0.3	6	74*	1.1	-6	-5	39*	-0.26	0.9
CCc1cc2c(CN3CCN(C)CC3)cc(=O)oc2cc1O
  1.1	5	-10	1.3	-26	3	9	0.08	1
NNC(=O)COc1ncn(-c2ccccc2)n1
  0.9	2	8	0.9	6	1	-7	0.03	1.1
COc1ccc(-n2c(-c3cccc(C)c3[N+](=O)[O-])n[nH]c2=S)cc1
  0.6	-2	39	0.8	17	-10	7	-0.29	1.1
Nc1ccc(-c2cc(N)n(-c3ccccc3)n2)cc1
  0.9	8	15	0.9	5	-1	2	-0.99	0.8
O=C(NC(NNc1ccc([N+](=O)[O-])cc1)(C(F)(F)F)C(F)(F)F)c1ccccc1Cl
  0.6	1	45	0.5	53*	-4	1	0.84	1.1
CN1CCN(c2ccc([N+](=O)[O-])cc2/C=N/NC(=O)c2ccc(F)cc2)CC1
  0.4	2	64*	0.4	58*	-2	-4	0.45	1.5
CC#CCCC(=O)N1C=Cc2ccccc2C1C#N (stereo not drawn)
  0.3	0	66*	0.9	8	-2	-19	-1.3	1
CCC(=O)N1CCN(c2ccc(NC(=O)c3c(F)c(F)c(OC)c(F)c3F)cc2)CC1
  1	1	0	0.8	15	1	-5	0.62	0.8
COc1ccc(OC)c(C2C3CN(C(C)C)CC=C3C(C#N)=C(N)C2(C#N)C#N)c1 (stereo not drawn)
  1.1	-3	-8	0.9	8	4	6	-0.3	1.5
Cc1noc(C)c1S(=O)(=O)Nc1ccc(C(=O)N2CCc3ccccc3C2)cc1
  0.9	-4	13	0.4	59*	4	-1	-0.17	1.1
CN(c1ccccc1C(=O)Nc1cccc(Cl)c1Cl)S(C)(=O)=O
  0.4	-4	65*	0.7	28	4	-2	0.17	1.8
O=C1c2ccccc2C(=O)N1c1cccnc1
  1.1	3	-11	1	-1	6	8	0.17	0.9
CC(Sc1nnc(N)s1)c1ccccc1Cl (stereo not drawn)
  0	17	96*	0.5	51*	-4	0	nt	0.7
CCOC(=O)C(CC)Sc1ncnc2nc[nH]c12 (stereo not drawn)
  nt	-11	nt	nt	nt	-4	3	0.69	nt
CCCn1nnc(NC(=O)Cc2ccccc2)n1
  0.8	3	21	1	1	0	-6	0.21	0.9
COc1cc(=O)[nH]c(=O)n1CC(=O)c1ccccc1
  nt	1	nt	nt	nt	-1	0	1.4	nt
CC1=CC(=C2N=C(c3ccccc3)OC2=O)C=C(C)O1
  1	-4	-1	1.1	-11	12	-10	-0.12	0.9
Cc1noc(C)c1C(c1ccccc1)c1ccccc1
  0.1	5	94*	0.2	76*	-3	4	0.76	0.7
O=C(Cn1cnc2ccccc2c1=O)NCC(=O)N1CCN(Cc2ccc3c(c2)OCO3)CC1
  1.1	6	-10	1.2	-18	nt	4	-0.32	1.3
Cc1ccccc1C(=O)NNC(=O)c1ccoc1C
  1	1	-2	1	0	-13	4	-0.48	0.9

# Next part, starting with the last seven of the part before.
# Below each compound – CYP2C19 activ	E coli WT exp	CYP2C19 inhib	CYP2C9 activ	CYP2C9 inh	EphB4 ephrin blk	PostGolgi yeast	PTK2B oligo ant	PLAP act
CCOC(=O)C(CC)Sc1ncnc2nc[nH]c12 (stereo not drawn)
  nt	-11	nt	nt	nt	-4	3	0.69	nt
CCCn1nnc(NC(=O)Cc2ccccc2)n1
  0.8	3	21	1	1	0	-6	0.21	0.9
COc1cc(=O)[nH]c(=O)n1CC(=O)c1ccccc1
  nt	1	nt	nt	nt	-1	0	1.4	nt
CC1=CC(=C2N=C(c3ccccc3)OC2=O)C=C(C)O1
  1	-4	-1	1.1	-11	12	-10	-0.12	0.9
Cc1noc(C)c1C(c1ccccc1)c1ccccc1
  0.1	5	94*	0.2	76*	-3	4	0.76	0.7
O=C(Cn1cnc2ccccc2c1=O)NCC(=O)N1CCN(Cc2ccc3c(c2)OCO3)CC1
  1.1	6	-10	1.2	-18	nt	4	-0.32	1.3
Cc1ccccc1C(=O)NNC(=O)c1ccoc1C
  1	1	-2	1	0	-13	4	-0.48	0.9
COc1ccc(Cl)cc1NC(=O)C/C(C)=N/NC(=O)CC#N
  1.2	1	-16	1.7	-72	-2	-18	0.41	1.1
CCCCN1C(=O)C2ON(c3ccccc3C)C(c3ccco3)C2C1=O (stereo not drawn)
  0.2	-15	77*	0	96*	6	-14	-1	0.9
COC(=O)CN1C(=O)N(c2ccccc2)C(N(O)C(=O)Nc2ccccc2)C1(C)C (stereo not drawn)
  0.9	1	8	0.9	13	-5	-2	0.68	1
Cc1ccc(-n2c(C)cc(/C=N/NC(=O)CN(c3ccc(C)cc3C)S(C)(=O)=O)c2C)cc1
  0.7	2	27	0.5	49	5	8	0.63	1.5
Cc1cc2cc(CNC(=O)c3ccc(S(=O)(=O)N4CCOCC4)cc3)ccc2n1C
  1	-10	5	0.6	38	1	5	nt	1.4
CCCCCCCCCC(=O)N/N=C/c1ccc(C)s1
  0.2	-2	77*	0.3	74*	-4	8	1.1	0.8
Cc1cc(C)cc(NC(=O)CSc2nnc(-c3ccc(S(=O)(=O)N4CCCC4)cc3)o2)c1
  1	1	0	1.1	-5	11	9	-0.05	1.7

# From PubChem
